From PubChem
aDG glyco act = activators of alpha-DG glycosylation, primary screen, uHTS, Pro5-aDG cells, AlphaScreen. alpha-DG glycosylation AlphaScreen (IIH6); 0% Pro5, 100% B10-LARGE cell signal. activation, % at 10 µM. hit rate 0.22% among 360,000;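 active means activation of at least 8% versus controls, or a plate z-score of at least 8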;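 further: Pro5 are CHO cells carrying HIG-tagged alpha-DG that lacks glycosylation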
ABHD5-PLIN5 inh = ABHD5-PLIN5 interaction inhibitors, primary screen, cell lysate, split luciferase complementation, luminescence; Split G. princeps luciferase complementation, 4 h; inhibition, % at 4 µM; hit rate 0.78% among 360,000; AID 602281, 2012;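 active means inhibition above the mean inhibition across every tested compound plus 3 SD, cut at about 22% in these data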;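 further: 0% = DMSO only wells and the 100% control is not disclosed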
ABCB6 inh 2 = ABCB6 transporter inhibitors, primary screen, K562-ABCB6 cells, flow cytometry, MLPCN library | fluorescence ratio to DMSO, % at 10 µM | AID 602162, 2011 | ATP-binding cassette sub-family B member 6 (Homo sapiens), Q9NP58 | hit rate 0.19% among 360,000 | K562-ABCB6 porphyrin accumulation, 1 h; hits give low values;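 active means fluorescence ratio to DMSO below 75%, the collection mean minus 3 SD; inconclusive means too few cells collected in the well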;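 further: signal is porphyrin accumulated inside mitochondria; 100% equals median channel fluorescence of DMSO control wells; lower ratio means ABCB6 inhibition with less porphyrin fluorescence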
N-glyco inh = increase of ERlucT glycosylation luciferase signal, primary screen, N-linked glycosylation inhibitor project, D54 ERlucT cells, luminescence, set 2; D54 ERlucT glycosylation luciferase reporter, 24 h; percent of 100 nM tunicamycin response; reporter increase, % at 12.5 µM; hit rate 0.23% among 360,000;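 active means mean luciferase reporter signal, scaled so untreated is 0 and the glycosylation-blocking control 100, at or above a set limit in every replicate; inconclusive means mean reaches the limit but not every replicate does; inactive means mean below the limit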;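 further: luciferase carries N-glycosylation sites so blocking glycosylation raises the light; 0% = median of neutral control wells and 100% = median of 100 nM tunicamycin wells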
hiPSC survival = enhancers of single-cell hiPSC survival, primary screen, ATPlite luminescence; 100% = ROCK inhibitor wells, 0% = DMSO; survival enhancement, % at 20 µM; hit rate 0.044% among 360,000; AID 602274, 2012; in the data active means survival enhancement above about 18%;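 further: cells exposed to compounds for 16 hours before the ATP read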
Granule exo inh = LAMP-1 surface exposure blockers, TALL-104 cells – cell-based, flow cytometry, MLPCN library, primary screen; TALL-104 LAMP-1 surface exposure; cells stimulated with thapsigargin and PMA; hit rate 0.66% among 360,000; inhibition, % at 10 µM; AID 651702, 2012;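 active means inhibition above about 55%, limit read from the data; inconclusive means no clear call, values can overlap the other calls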
MC4R antagonist = MC4R antagonists of cAMP signaling, primary screen, cell-based, TR-FRET, antagonist arm of biased-ligand search; hit rate 0.48% among 360,000; inhibition, % at 6.5 µM; Melanocortin receptor 4 (Homo sapiens), P32245; AID 540295, 2011; MC4R-expressing cells, MTII-stimulated cAMP, LANCE TR-FRET;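 active means inhibition above its plate's cutoff, the mean of tested wells on that plate plus 3 SD, cut at about 29% in these data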;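 further: 0% = Melanotan II alone and 100% = Melanotan II plus saturating MCL0020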
Target sequence (P32245 whole entry, looked up): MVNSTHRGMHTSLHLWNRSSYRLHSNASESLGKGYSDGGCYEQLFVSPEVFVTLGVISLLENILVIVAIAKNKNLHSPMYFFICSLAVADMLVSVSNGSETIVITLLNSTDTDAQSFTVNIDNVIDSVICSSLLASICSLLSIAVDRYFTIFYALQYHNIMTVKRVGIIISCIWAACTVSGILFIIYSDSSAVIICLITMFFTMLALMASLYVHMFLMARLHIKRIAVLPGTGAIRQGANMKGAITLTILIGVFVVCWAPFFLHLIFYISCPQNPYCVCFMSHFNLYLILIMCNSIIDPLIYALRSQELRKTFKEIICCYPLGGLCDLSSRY
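Test system: U2OS cells stably expressing human melanocortin 4 receptor (MC4R); also added: Melanotan II challenge; compound: 6.5 µM single dose; timing: 30-min compound preincubation, 1-h Melanotan II challenge, 1-h detection, room temperature; signal: Eu-cAMP/anti-cAMP TR-FRET, emission 671 nm; repeats: one well per compound, no replicates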
MC4R barr agon = MC4R agonists recruiting beta-arrestin, primary screen, cell-based, luminescence, agonist arm of biased-ligand search; Melanocortin receptor 4 (Homo sapiens), P32245; U2OS MC4R beta-arrestin complementation; percent of melanotan II response, DMSO zero; activation, % at 8.9 µM; hit rate 0.98% among 360,000;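 active means activation above a per-plate cutoff, the mean activation of sample wells on that plate plus 3 SD, cut at about 8% in these data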
H9c2 protect = cardioprotection against H2O2-induced cell death, primary screen, uHTS, H9c2 cells, ATPLite luminescence; H9c2 cardiomyocytes, H2O2 injury protection, 2 h; protection from H2O2 cell death, % at 20 µM; hit rate 0.63% among 360,000; AID 588492, 2011;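 active means compounds giving at least 50% protection of heart cells from peroxide-induced death in the single-dose screen, raw or plate-pattern-corrected value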;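 further: 0% = DMSO wells with peroxide and 100% = DMSO wells without peroxide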
HTR2A ag = mouse Htr2a agonists via beta-arrestin recruitment, primary screen, cell-based, luminescence | hit rate 0.66% among 360,000 | CHO-K1 mHTR2A beta-arrestin complementation; percent of 30 µM serotonin response | activation, % at 7.6 µM | AID 624169, 2012;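 active means activation above a run cutoff, the mean activation of all tested compounds plus 3 SD, cut at about 14% in these data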;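 further: 0% = plate median of compound wells and 100% = 30 µM serotonin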
Target sequence (P35363 whole entry, looked up): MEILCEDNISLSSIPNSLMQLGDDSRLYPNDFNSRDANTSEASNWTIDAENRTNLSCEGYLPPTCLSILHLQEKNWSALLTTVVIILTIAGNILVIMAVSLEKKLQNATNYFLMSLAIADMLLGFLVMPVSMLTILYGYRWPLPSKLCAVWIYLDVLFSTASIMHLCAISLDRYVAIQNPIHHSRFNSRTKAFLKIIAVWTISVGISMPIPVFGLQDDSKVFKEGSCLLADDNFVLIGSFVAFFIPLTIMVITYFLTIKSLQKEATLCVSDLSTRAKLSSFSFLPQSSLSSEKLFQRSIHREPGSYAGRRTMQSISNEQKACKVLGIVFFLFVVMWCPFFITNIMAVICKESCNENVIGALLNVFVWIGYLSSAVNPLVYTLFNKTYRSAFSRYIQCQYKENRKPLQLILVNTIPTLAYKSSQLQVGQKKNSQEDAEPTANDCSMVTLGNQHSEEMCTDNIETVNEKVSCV
Numbers without * were called inactive; ? = inconclusive; . = not tested or not shown.

SMILES	aDG glyco act	ABHD5-PLIN5 inh	ABCB6 inh 2	N-glyco inh	hiPSC survival	Granule exo inh	MC4R antagonist	MC4R barr agon	H9c2 protect	HTR2A ag
N#Cc1cnn2c(N)c(-c3ccc(Cl)cc3)cnc12	0.4	6	97	0	-1.1	-2	6	-0.4	3	-2
COc1cccc(NC(=O)c2ccccc2-c2nc(-c3ccc(Cl)cc3)no2)c1	0.3	8	95	-4	2.0	0	8	-1.1	-14	1
CN(CC(=O)Nc1ccc(OC(F)(F)F)cc1)C(=O)/C=C/c1ccco1	0.2	1	99	4	0.5	-4	4	-1.4	-1	-8
C/C(=N\NS(=O)(=O)c1ccc(Cl)cc1)c1ccc(NC(=O)c2ccco2)cc1	-0.1	-4	102	-3	0.4	14	6	-4.2	-6	3
CC(C)CN1C(=O)c2ccc(NC(=O)C3CC3)cc2C1=O	-0.1	4	98	1	-0.2	3	-1	-1.7	-4	-1
Cn1c(=O)n(CCc2ccccc2)c(=O)c2c1nc1n2CCN1Cc1ccco1	-0.3	4	96	-3	1.6	-1	1	0.3	98*	3
Cc1ccc(S(=O)(=O)N2C[C@H]3n4c(=O)ccc(=O)n4C[C@H](OC(=O)NC4CC4)[C@@]3(O)C2)cc1	-0.2	6	105	1	2.0	2	11	0.9	12	-5
COc1ccc(N2CCN(Cc3nc4ccccc4n3C)CC2)cc1	0.3	8	114	0	-1.1	-2	9	0.8	-8	-1
COCCSc1nc2c(c(=O)[nH]c(=O)n2C)n1CCCc1ccccc1	0.0	1	98	1	0.1	0	3	0.8	-6	-1
CCOC(=O)c1c(C)[nH]c(C)c1S(=O)(=O)N(C)CC(=O)NCc1ccc(F)cc1	-0.1	-1	99	2	1.0	2	1	-0.1	2	-4
Cc1cccc(-n2c(=O)c(C#N)cc3c(=O)n4ccccc4nc32)c1	0.0	-3	102	3	-2.5	-2	11	-3.6	13	0
O=C(c1ccc(NC2=NC3CS(=O)(=O)CC3S2)cc1)N1CCc2ccccc2C1 (stereo not drawn)	-0.1	6	99	-2	5.4	0	-2	-2.0	0	9
O=C(NCCN1C(=O)S/C(=C\c2cccnc2)C1=O)c1cccc(OC(F)F)c1	0.0	-2	79	1	-2.5	-2	-1	-0.4	-1	-4
O=C(NCc1nc(-c2ccc(C(F)(F)F)cc2)no1)Nc1ccc(F)cc1F	-0.1	6	96	1	-0.6	1	6	4.7	-4	0
CC1CCN(CCCNC(=O)C2CCC(CNS(=O)(=O)c3cccc4nsnc34)CC2)CC1 (stereo not drawn)	0.2	-1	104	-2	-0.7	-5	0	-0.5	0	-6
O=C(COc1cccc2cccnc12)Nc1ccccc1	-0.1	2	91	0	-0.6	-1	22	0.9	0	5
Cn1c(=O)c2c(n(Cc3ccccc3)c1=O)NC(=O)C2CC(=O)NCc1cccc(Cl)c1 (stereo not drawn)	0.2	-6	95	1	2.9	-1	8	1.0	1	4
CN(CC(=O)NC1(C)CCS(=O)(=O)C1)S(=O)(=O)c1ccc(Cl)cc1 (stereo not drawn)	-0.2	-4	104	-1	0.2	-8	0	-4.2	6	-1
Cc1ccc(SCCC(=O)Nc2cccnc2)cc1	-0.1	2	99	0	0.6	0	10	0.3	-7	-4
NC(=O)NC(=O)COC(=O)[C@H](Cc1ccccc1)NC(=O)c1cccs1	0.0	0	98	0	0.9	2	23	-0.7	4	-1
CNC(=S)NNC(=O)c1cccn(Cc2ccc(Cl)c(Cl)c2)c1=O	-0.3	-2	95	0	0.4	0	-6	-2.0	0	-3
CCc1nc2ccccc2c(=O)n1NC(=O)c1c(O)c2cccc3c2n(c1=O)CCC3	0.0	-2	98	3	10	-3	-1	-1.2	-6	0
CCOc1ccc(Nc2cc(C)nc3nc(C)nn23)cc1	-0.2	-1	101	0	-3.4	-6	2	-0.3	17	-3
C/C(=N\O)c1sc(-c2ccccc2)nc1C	-0.2	0	95	-3	-1.5	1	-10	0.6	-9	1
COc1ccc(-c2nc(C#N)c(NCCc3ccccc3)o2)cc1	-0.2	1	101	2	2.8	6	-2	0.5	-4	2
SMILES	aDG glyco act	ABHD5-PLIN5 inh	ABCB6 inh 2	N-glyco inh	hiPSC survival	Granule exo inh	MC4R antagonist	MC4R barr agon	H9c2 protect	HTR2A ag
Cc1ccc(CNC(=O)CCC2CCCN(Cc3cccc4c3OCO4)C2)o1 (stereo not drawn)	0.1	-2	94	-1	0.7	-3	6	-1.1	3	-2
CC(=O)c1ccc(NC(=O)C2CCCN2S(=O)(=O)c2ccc(F)cc2)cc1 (stereo not drawn)	-0.3	3	100	3	0.7	0	2	-2.3	2	-4
Cn1c(=O)[nH]c(=O)c2c1nc1n2CCN1Cc1ccccc1	-0.1	-3	105	6	0.4	2	20	-1.7	7	1
COc1ccccc1OCC(=O)NNC(=O)c1ccoc1C	0.2	1	98	?	3.5	-2	17	-0.3	7	-1
COc1ccc(C(=O)NN(c2ccccc2)c2ccccc2)cc1	0.5	7	93	-2	1.1	1	-5	0.0	-4	6
Cn1c(=O)cc(SCC(=O)NCC2CCCO2)c2ccccc21 (stereo not drawn)	0.3	2	92	.	-2.0	-1	-2	-0.7	2	-1
c1ccc(C2c3[nH]c4ccccc4c3CCN2Cc2cccn2-c2ccccn2)nc1 (stereo not drawn)	0.2	0	100	0	-0.5	0	20	-1.4	2	2
Cc1cc(N2CCC(C(=O)NCC3CC3)CC2)nc(-c2ccccc2)n1	0.1	1	94	0	-3.8	-1	4	-1.6	2	3
Cc1ccc(NC(=O)/C=C\C(=O)NCC(=O)O)cc1C	-0.3	6	97	4	2.4	-2	-3	-1.3	3	8
CCOc1cc(-c2noc(CCC(=O)NCC3CCCO3)n2)ccc1OC (stereo not drawn)	0.0	6	99	0	-0.5	-4	4	0.7	0	1
Cc1ccc(NC(=O)CN(C)C(=O)c2ccccc2OCc2c(C)noc2C)cc1	-0.1	-1	99	0	0.0	-2	3	-1.8	-4	2
COC(=O)c1ccc(N=Cc2c(C(F)(F)F)[nH]n(C)c2=O)cc1	-0.3	-1	101	0	-2.3	6	13	-1.2	0	4
Cc1[nH]n2c(=O)c3c(nc2c1-c1ccccc1)CCCC3	0.0	-2	89	2	-1.8	-3	9	-0.1	20	3
O=C(NCCN=C1NS(=O)(=O)c2ccccc21)c1ccccc1	0.0	-2	103	2	1.2	2	4	-1.2	7	-6
O=C(C[n+]1ccccc1)Nc1ccccc1C(F)(F)F	0.1	3	98	1	-0.4	-4	17	-1.4	-1	0
Nc1nc(CN2CCN(c3ccccc3F)CC2)nc(N2CCCc3ccccc32)n1	0.0	-2	92	0	1.5	1	3	-0.6	0	-1
O=C(NCCCN1CCOCC1)c1ccc2c(c1)N(Cc1cccc(F)c1)C(=O)c1ccccc1S2	-0.1	6	102	2	-0.4	1	-3	-0.5	0	-12
Cc1cccc(N2C(=O)c3cccnc3C2=O)c1	1.1	-1	88	2	-0.1	-1	-2	-0.1	13	-3
COc1ccc2c(c1)sc1nc(=O)ccn12	-0.1	1	100	3	-0.4	-9	2	-0.9	-1	-2
Cc1ccc(N(C)/N=C/c2ccc(Cl)cc2Cl)nn1	0.3	-4	97	3	1.8	14	4	0.8	-3	12
Cc1cccc(OCc2nnc(SCc3cc(=O)n4cc(Br)ccc4n3)o2)c1	0.3	-7	81	0	4.1	-2	4	-1.2	0	-7
C/C(=N\Nc1ccc(F)cc1)c1ccc(N2CCOCC2)c(F)c1	0.0	-12	102	0	-0.3	18	-4	-0.6	21	-2
Cc1sc2ncnc(SCC(=O)c3ccc(O)cc3O)c2c1C	0.0	-1	99	0	-0.6	-5	0	2.5	-19	-5
O=C(COC(=O)Cc1ccc(F)cc1)Nc1cc(S(=O)(=O)N2CCOCC2)ccc1N1CCCC1	-0.2	6	93	1	-0.5	-4	-1	-1.8	0	4
CC(=O)Nc1cccc(NC(=O)c2ccc3[nH]c(C)c(C)c3c2)c1	0.1	12	96	-2	-0.2	9	8	2.4	-4	-4
SMILES	aDG glyco act	ABHD5-PLIN5 inh	ABCB6 inh 2	N-glyco inh	hiPSC survival	Granule exo inh	MC4R antagonist	MC4R barr agon	H9c2 protect	HTR2A ag
O=C1c2cc(O)c(O)cc2S(=O)(=O)C1c1ccccc1 (stereo not drawn)	-0.2	4	81	-1	1.7	-4	5	-0.3	0	-2
O=C(Cn1cccn1)c1ccccc1	0.0	-4	100	1	-0.7	3	4	-3.0	0	-3
COc1cc(/C=C/C(=O)OCC(=O)NC(=O)NC(C)C)ccc1OCC#N	0.1	-1	97	1	0.4	0	-2	2.1	3	-1
O=C(Cc1csc(Nc2nc(=S)[nH]c3ccccc23)n1)NCCCN1CCN(c2cccc(Cl)c2)CC1	1.9	12	91	-3	-0.5	57*	23	1.1	5	-7
NNc1nnc2c3cc(F)ccc3n(Cc3ccccc3)c2n1	5.1*	2	101	-1	0.7	22	0	-3.4	6	-1
O=C(O)CC(c1ccccc1F)N1Cc2ccccc2C1=O (stereo not drawn)	0.1	-1	102	2	1.3	0	11	-1.0	-2	0
COc1ccc(CNS(=O)(=O)CCNC(=O)c2ccc(OC)cc2)cc1	0.0	6	100	0	0.1	-4	9	-2.0	-1	9
O=C1c2ccc3c4c(ccc(c24)C(=O)N1c1ccc2ccccc2c1)CC3	-0.2	4	105	-3	-1.2	0	14	-1.7	-12	5
COc1ccccc1/C=C1\SC(=O)N(CCC(=O)NCCCn2ccnc2)C1=O	0.6	-1	101	1	-0.4	-1	-9	-1.6	1	-2
CN(Cc1ccc(Cl)cc1)C(=O)c1cc(S(=O)(=O)N2CCOCC2)ccc1N1CCCC1	-0.1	-2	99	1	0.5	3	-4	-4.8	1	-3
O=C(NCCS(=O)(=O)N1CCc2ccccc2C1)c1ccccc1	-0.1	-2	101	1	-0.3	4	11	-0.7	-5	-2
N#CCCN(Cc1ccccc1)C(=S)NC(=O)c1ccccc1	0.4	-2	99	3	-0.5	2	8	-1.4	2	2

3 structures already listed, ordered by heavy-atom count, ascending.
SMILES	aDG glyco act	ABHD5-PLIN5 inh	ABCB6 inh 2	N-glyco inh	hiPSC survival	Granule exo inh	MC4R antagonist	MC4R barr agon	H9c2 protect	HTR2A ag
COc1ccc(CNS(=O)(=O)CCNC(=O)c2ccc(OC)cc2)cc1	0.0	6	100	0	0.1	-4	9	-2.0	-1	9
COc1cc(/C=C/C(=O)OCC(=O)NC(=O)NC(C)C)ccc1OCC#N	0.1	-1	97	1	0.4	0	-2	2.1	3	-1
O=C(Cc1csc(Nc2nc(=S)[nH]c3ccccc23)n1)NCCCN1CCN(c2cccc(Cl)c2)CC1	1.9	12	91	-3	-0.5	57*	23	1.1	5	-7
